High-throughput results from PubChem.
DDE Tn7 FP inh = DD(E)-Tn7 binding inhibition, primary FP screen; P02675; FP displacement of FITC-Tn7 peptide from fibrin DD(E); 0% = median of compound wells per plate; inhibition, % at 8.3 µM; 370,000 compounds, 0.13% hits;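 active = inhibition above the mean of compounds falling within the control limits plus 3 SD of them, cut at about 14% in these data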;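 note: 0% = plate median of compound wells and 100% = 10 µM Aha-Tn7 peptide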
Target sequence (P02675 whole entry, looked up): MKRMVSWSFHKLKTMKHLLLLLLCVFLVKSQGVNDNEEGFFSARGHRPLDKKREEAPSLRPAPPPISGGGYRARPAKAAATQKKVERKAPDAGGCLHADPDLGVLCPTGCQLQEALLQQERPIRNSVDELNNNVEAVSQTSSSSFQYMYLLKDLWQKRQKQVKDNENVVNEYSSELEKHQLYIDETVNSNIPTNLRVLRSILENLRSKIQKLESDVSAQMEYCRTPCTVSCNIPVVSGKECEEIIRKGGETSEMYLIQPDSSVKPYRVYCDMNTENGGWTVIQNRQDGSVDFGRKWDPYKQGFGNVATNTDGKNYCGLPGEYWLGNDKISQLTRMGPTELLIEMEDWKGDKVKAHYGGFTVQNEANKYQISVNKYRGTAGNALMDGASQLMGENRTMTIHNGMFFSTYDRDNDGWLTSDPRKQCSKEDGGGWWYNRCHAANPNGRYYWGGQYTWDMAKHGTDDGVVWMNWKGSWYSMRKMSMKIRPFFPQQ
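Assay system: Human clot-derived fibrin DD(E) complex | Buffer or medium: Tris/NaCl/CaCl2 buffer, pH 7.8 | Repeats: One replicate per compound | Benchmarks: Aha-Tn7 high control | Measure: % inhibition scaled between sample-field median and high-control FP | Schedule: 10 min plus 3 h, room temperature | Signal: Fluorescence polarization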
TDP2 absorb = TDP2 (human) inhibition, absorbance primary screen | O95551 | 370,000 compounds, 0.34% hits | inhibition, % at 12.8 µM | recombinant TDP2, T5PNP hydrolysis, p-nitrophenol absorbance 415 nm;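 active = inhibition above the mean of all tested compounds plus 3 SD, set per campaign, cut at about 25% in these data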;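 note: 0% = DMSO with enzyme and 100% = buffer with substrate but no TDP2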
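Assay system: recombinant human TDP2 / Reagent: T5PNP substrate at 5 mM, a TopII-DNA adduct mimic / Measured by: epi absorbance from released p-nitrophenol / Evaluation: % inhibition relative to enzyme-containing and enzyme-free wells / Control set: enzyme-free and DMSO wells / Replicates: each compound tested once, singlicate / Schedule: enzyme reaction with compound for 2 h at 37 °C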
mABHD4 FP = inhibits mouse alpha/beta hydrolase domain 4; Q8VD66; purified mABHD4, FP-Rh probe fluorescence polarization; inhibition, % at 8.92 µM; 370,000 compounds, 0.54% hits;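 active = inhibition exceeding the mean over every tested compound plus 3 SD, cut at about 30% in these data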;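 note: 0% = plate median of compound wells and 100% = S159A mutant with DMSO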
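Assay system: Wild-type mouse ABHD4 protein | Medium: HEPES pH 7.0 buffer, 150 mM NaCl, 0.01% Pluronic F-127 | Incubation: Enzyme–compound pre-incubation 45 min, then probe 60 min, both 25 °C | Technique: Fluorescence polarization with parallel and perpendicular emission, 525/598 nm | Evaluation: % inhibition of FP-Rh probe binding versus controls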
HTRA1 inhibitor = inhibitors of human serine peptidase HTRA1. Q92743. recombinant HTRA1, FP-rhodamine activity-based probe, fluorescence polarization. inhibition, % at 5.96 µM. 340,000 compounds, 0.5% hits. AID 504803; in the data active = inhibition above about 36%;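 note: 0% = enzyme with DMSO and 100% = wells lacking enzyme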
LEDGF integ inh = blocks HIV-1 LEDGF/p75-dependent DNA integration; TR-FRET IN-LEDGF/p75 DNA integration, Eu/Cy5; inhibition, % at 3.7 µM; 370,000 compounds, 0.64% hits;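 active = inhibition above the screen-wide mean plus 3 SD, cut at about 13% in these data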;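 note: signal is the Cy5 over europium emission ratio at 671 and 618 nm; 0% = plate median of compound wells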
PRMT1 FP inh = PRMT1 (human) inhibition, primary screen; Q99873; recombinant PRMT1, activity-based probe fluorescence polarization; inhibition, % at 2.79 µM; 370,000 compounds, 1.3% hits; AID 652257;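 active = inhibition above about 21% made by adding two undisclosed values, limit read from the data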
Target sequence (Q99873 whole entry, looked up): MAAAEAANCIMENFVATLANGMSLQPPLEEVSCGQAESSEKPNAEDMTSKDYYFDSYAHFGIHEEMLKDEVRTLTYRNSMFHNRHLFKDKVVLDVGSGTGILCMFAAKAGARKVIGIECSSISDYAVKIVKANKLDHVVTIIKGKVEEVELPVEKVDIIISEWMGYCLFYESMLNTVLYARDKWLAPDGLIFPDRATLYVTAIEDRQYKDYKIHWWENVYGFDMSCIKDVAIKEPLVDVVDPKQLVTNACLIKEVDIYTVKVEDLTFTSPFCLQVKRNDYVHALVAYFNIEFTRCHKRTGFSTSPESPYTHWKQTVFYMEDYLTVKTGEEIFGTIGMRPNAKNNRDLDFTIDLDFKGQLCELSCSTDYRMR
SIAE primary = blocks human sialic acid acetylesterase. inhibition, % at 9.66 µM. Q9HAT2. AID 1053197. 370,000 compounds, 0.69% hits. SIAE FP-Rh probe binding, fluorescence polarization;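 active = inhibition above a cutoff: mean of compounds within the control limits plus 3 SD of those, cut at about 17% in these data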;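 note: 0% = plate median of compound wells and 100% = probe without SIAE protein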
UHRF1 binding = UHRF1 methyl-DNA binding inhibition; Q96T88; UHRF1 binding to methylated oligo, TR-FRET; inhibition, % at 4.4 µM; 370,000 compounds, 0.75% hits; AID 687016; in the data active = inhibition above about 21%;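 note: UHRF1 SRA domain binding a hemimethylated CpG hairpin DNA probe; 0% = median of test compound wells and 100% = reference inhibitor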
TCR CD3 inh = inhibitors of human TCR-CD3 interaction; TAMRA-labeled TCR probe fluorescence, biochemical; inhibition, % at 9.4 µM; 360,000 compounds, 0.37% hits; in the data active = inhibition above about 19%;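 note: recombinant mutant TCR 2C K166C tagged with TAMRA read by polarization; 0% = receptor in buffer alone and 100% = receptor with positive control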
PG9 binder = binds the HIV-1 gp120 antibody PG9. TR-FRET gp120-PG9 antibody binding. inhibition, % at 6.7 µM. 360,000 compounds, 0.43% hits. AID 624416; in the data active = inhibition above about 8.5%
* hit, by the source's call; x = no result given.

SMILES	DDE Tn7 FP inh	TDP2 absorb	mABHD4 FP	HTRA1 inhibitor	LEDGF integ inh	PRMT1 FP inh	SIAE primary	UHRF1 binding	TCR CD3 inh	PG9 binder
C=CCC[C@H](Cc1ccc(F)cc1)C(=O)OC[C@H](C)NC(=O)[C@@H](CC=C)CC(=O)N[C@H](CO)Cc1ccccc1	-1.5	0.8	-2.7	-11.7	2.7	0.8	4.3	-1.4	0.6	-0.2
Cc1ccc(Nc2cc(=O)oc3ccccc23)c(C)c1	-7.3	-4.9	-0.7	-12.2	1.8	-4.5	2.7	-1.2	8.0	-2.3
Clc1ccc(OCCOCCN2CCCCC2)c(Br)c1	-4.6	-13.0	12.2	1.4	11.4	0.6	-4.9	3.7	1.2	-1.6
COc1ccc(S(=O)(=O)n2nc(-n3c(C)ccc3C)c3c(F)cccc32)cc1OC	8.5	3.0	-13.5	-18.6	-2.2	-2.3	-2.9	0.1	-2.9	-0.1
OCCNCCOc1ccccc1F	7.2	10.7	3.7	3.5	0.6	-1.5	4.1	0.1	-0.2	0.0
Cc1ccc2c(c1)[C@H]1[C@H](CO2)[C@H](c2ccccc2)[C@]2(C)C(=O)N(C)CC(=O)N12	-3.5	-3.0	5.5	0.3	4.5	4.7	4.8	3.7	-5.4	-0.3
COC(=O)c1ccc(NS(=O)(=O)c2cc3c4c(c2)CCC(=O)N4CCC3)cc1	-1.8	-11.0	-5.0	-3.5	0.4	-2.4	3.1	-2.9	-6.6	-0.2
O=C(c1ccccc1)N1CCOC12CCN(c1ncc(C(F)(F)F)cc1Cl)CC2	-1.4	4.7	2.8	-2.2	-4.3	-0.8	6.5	-2.8	7.9	-0.6
CCOC(=O)CS(=O)(=O)CC(=O)Nc1ccc([N+](=O)[O-])cc1OC	9.6	8.4	1.8	3.4	-1.6	1.8	0.8	2.0	4.3	1.9
Cc1ccc(C(=O)NCC(=O)Nc2ccc(Cl)cc2)s1	-0.6	-4.1	1.8	-11.7	-4.3	3.7	3.5	0.8	-5.0	-0.1
CC(=O)N1CCC(N(CCN2CCOCC2)C(=S)Nc2c(C)cccc2C)CC1	5.1	0.3	-2.4	-5.9	-0.5	-2.4	1.9	0.7	-6.8	1.0
Cc1cc(C)cc(NC(=O)C2CCCN(S(=O)(=O)c3ccc4[nH]c(=O)ccc4c3)C2)c1 (centres undefined)	0.1	0.2	7.3	0.7	-2.3	3.8	-14.4	2.2	-2.5	11.4*
O=C1CCN(CC2CCCCC2)C=C1C(=O)c1ccccc1	-3.0	1.0	1.0	-0.4	5.4	-1.7	-1.1	2.1	1.4	-0.4
COc1ccc(OC)c(S(=O)(=O)N2Cc3ccccc3CC2C(=O)O)c1 (centres undefined)	-0.2	6.6	7.0	-0.3	-1.2	1.5	5.2	1.1	-0.5	-1.4
O=C(O)c1ccc(NC(=S)NC(=O)c2ccc(-c3ccccc3)cc2)cc1	7.5	2.3	-12.2	-2.3	3.2	-0.5	-16.3	-0.9	3.8	-0.4
COCCOC(=O)C1=C(C)NC(=S)NC1c1cccs1 (centres undefined)	0.6	-8.7	0.8	-0.5	4.2	-3.8	9.0	2.5	3.4	-2.3
O=C(NN1C(=O)/C(=C\c2ccc(O)c([N+](=O)[O-])c2)SC1=S)c1ccccc1Cl	0.1	7.6	16.7	-1.9	-0.5	5.9	-4.6	1.5	-11.0	-1.0
N#Cc1cc(F)cc(OC[C@@H](O)CN2CCC(C(O)(c3ccccc3)c3ccccc3)CC2)c1	0.0	-4.0	-4.6	x	5.8	-2.4	-7.9	-2.5	x	x
CCOC(=O)c1cccc(NC(=O)CSc2nnc(-c3cccnc3)n2CC)c1	-4.5	-10.6	-5.6	8.7	-1.6	-0.3	-3.9	1.1	0.6	-1.1
COc1cc2c(cc1OC)C(Cc1ccc(O)cc1)N(C)CC2 (centres undefined)	-3.6	7.0	0.4	-4.9	1.7	-2.1	6.0	0.2	-1.4	-1.8
COc1ccc(/C(C)=N/NC(=O)CNC(=O)c2cccs2)cc1OC	2.5	9.9	0.7	5.9	1.6	-2.5	5.5	-2.0	0.5	-3.1
O=C(CCn1c(=S)oc2ccccc21)Nc1cccc(F)c1	4.3	3.2	4.9	-8.1	-5.7	-3.5	-3.3	4.5	8.8	-1.4
CCOC(=O)c1sc2nc(OCc3cccnc3)cc(C)c2c1N	-2.4	-4.5	0.9	x	0.4	1.7	1.1	55.4*	11.2	0.9
CCC[C@H]1[C@@H](NC(=O)c2cccnc2)CC[C@@]23CCCN2C(=O)CCC[C@@H]13	6.3	9.8	-5.1	x	2.5	5.0	3.3	3.7	x	x
COc1ccc(N2CCN(C(=O)c3ccc(S(=O)(=O)N4CCCC4)cc3)CC2)cc1	4.9	-17.9	-3.0	2.7	-7.5	5.3	-4.9	5.4	2.1	1.0
CCN(CC)CCN(C)c1ccc(N2C(=O)C3CC=CCC3C2=O)cc1[N+](=O)[O-] (centres undefined)	-2.2	13.9	3.5	-0.3	-2.8	-3.1	-0.1	-2.2	6.6	1.1
Cc1ccc(S(=O)(=O)N2CCN(c3nc(-c4cccs4)nc4ccccc34)CC2)cc1	-10.5	-10.4	6.2	x	1.8	-2.3	-1.1	-0.3	2.3	-0.6
C=CCOC(=O)C1=C(C)NC(=O)NC1c1cn(-c2ccccc2)nc1-c1cccs1 (centres undefined)	-5.4	3.2	-14.1	-35.4	2.5	-0.9	8.2	-0.6	-6.3	1.6
CCc1ccccc1N(CC(=O)NCc1ccc(OC)cc1)C(=O)CCC(=O)Nc1ccccn1	-2.9	-2.5	4.6	-5.9	-1.2	3.2	1.4	1.3	-5.1	-1.0
Cc1cc(Nc2nc3ccccc3nc2Cl)n(-c2ccccc2)n1	-7.7	-10.6	-2.0	-19.8	2.9	-1.1	1.1	-0.5	-0.7	-2.1
O=C1N(Cc2cccc(Cl)c2)C[C@@H]2C[C@@H](c3cccc4cccnc34)N3CCC[C@@]123	-9.0	-8.3	4.5	-11.6	0.3	-9.5	0.6	1.5	2.8	-1.2
O=C(OC1CCOC1=O)C1CCN(S(=O)(=O)c2ccc(Cl)c(C(F)(F)F)c2)CC1 (centres undefined)	-0.3	-6.3	-6.0	-5.5	4.8	-0.3	-9.4	0.2	8.5	-2.3
CCOC(=O)CN1CC23C=CC(O2)C(C(=O)NC2CCCC2)C3C1=O (centres undefined)	0.9	-4.9	0.5	1.8	-2.6	-1.4	6.2	1.1	0.3	-1.4
COc1ccc(-c2cc(C(=O)N(C)Cc3ccc(OC)c(OC)c3OC)c3ccccc3n2)cc1OC	1.1	-3.6	0.2	-4.6	0.2	4.5	-6.5	0.1	1.2	0.3
S=C(NCc1ccco1)N/N=C/c1ccccc1Cl	3.0	-2.1	-17.9	-35.1	0.2	3.2	-1.6	1.6	-4.0	-3.0
O=C(COc1ccccc1)NCC(=O)N/N=C/c1ccc(Br)cc1	3.0	0.3	1.5	-4.5	-2.3	0.4	4.1	-1.5	-3.8	0.3
CCC1CCc2c(sc(NC(=O)C3CC=CCC3C(=O)O)c2C#N)C1 (centres undefined)	1.0	-0.1	-0.3	-11.7	2.3	2.2	5.9	-0.1	-0.8	-0.8
O=C(c1cccs1)N(Cc1cccc(Cl)c1)C1CCS(=O)(=O)C1 (centres undefined)	11.4	-0.6	2.4	6.1	-4.5	0.5	4.8	-0.9	2.0	-1.1
Cn1ccnc1CN1CCN(C(=O)c2cc(COc3ccc(F)c(F)c3)on2)CC1	-4.5	0.1	-4.7	1.4	3.5	-3.0	-2.0	-1.6	-7.1	-1.1
CC1(C)SCC(C(=O)O)N1C=O (centres undefined)	-4.8	10.3	11.9	1.4	-0.9	25.8*	1.8	-2.2	0.3	1.2
C(=C\c1ccccc1)/CN1CCN(C(c2cc3ccccc3o2)c2nnnn2C2CCCCC2)CC1 (centres undefined)	2.5	-4.2	0.6	x	-0.7	-3.2	8.4	3.8	4.8	-0.6
O=C(NC1CCCCC1)c1cc(S(=O)(=O)N2CCOCC2)c(Cl)cc1Cl	4.9	-3.5	-1.4	0.7	-1.4	1.7	9.5	-0.2	6.6	-1.9
CCN=C1SC(CC(=O)Nc2sc3c(c2C#N)CCCC3)C(=O)N1CC (centres undefined)	-0.2	-13.9	-14.3	-5.6	4.1	5.6	1.4	1.2	-0.8	0.6
CNC(=O)C(=O)NCC1OCCN1S(=O)(=O)c1ccc(OC)c(OC)c1 (centres undefined)	-9.4	-8.1	-2.5	1.9	2.6	-2.6	3.1	0.5	0.7	-1.1
COc1cc(OC)nc(NC(=O)COC(=O)C2CCCCC2)n1	2.5	-6.4	9.5	4.3	0.6	0.4	-4.4	-1.0	1.7	1.6
Cc1cc(C)n(CCCNC(=O)COc2ccc([N+](=O)[O-])cc2)n1	-4.5	12.7	-10.0	-4.2	-1.8	3.4	7.1	-0.5	-2.9	-3.2
COc1ccc(-c2nn3c(-c4cccc(C)c4)nnc3s2)cc1OC	1.3	0.2	-5.0	-12.6	1.5	-1.3	-3.1	-6.3	1.5	-0.1
Cc1ccccc1NC(=O)Cc1nc(COC(=O)c2cc(Br)ccc2O)cs1	0.6	4.0	17.7	-1.2	0.9	4.8	-5.4	-1.1	7.8	2.2
CC(C)n1c(=O)[nH]c2ccccc21	7.2	8.3	8.1	-0.6	0.9	-0.6	-1.2	-2.2	1.6	-2.5
O=C1OCc2cc(NS(=O)(=O)c3cccs3)ccc21	-2.2	-23.2	-1.9	4.7	7.5	-2.4	-11.3	2.7	4.3	-2.9
O=C(Nc1ccccc1)C1CC(=O)N(C2CCCCC2)C1 (centres undefined)	-0.3	14.1	-1.6	-1.3	1.0	1.7	-3.1	1.4	-2.8	1.8
Cc1nc(C(=O)NC(C)C)nn1-c1cc(Cl)cc(Cl)c1	-2.8	-6.9	-1.8	2.8	-4.2	-5.6	16.6	0.1	7.7	-0.8
COC(=O)c1cc(Br)ccc1-c1ccc(/C=N/n2nnnc2N)o1	1.3	1.1	-1.6	-8.1	0.6	-0.1	-2.3	-2.8	-1.6	-0.5
CCc1ccc(C)[n+](CC(=O)c2cccs2)c1	-2.3	-1.3	2.6	1.5	-4.1	-0.1	-0.4	0.6	-0.6	-1.9
CCCCN(C=O)c1c(CC)nc2ccc(C(=O)N3CCCCC3)cn12	1.7	0.7	1.1	x	-2.7	-1.7	4.8	-0.8	7.0	-0.6
